Growth percent in the NCI-60 one-dose screen (48 h, 10 µM unless noted): 100 = growth as untreated, 0 = no growth, -100 = all killed.
HCC-2998: HCC-2998 colon cancer. 79,000 tested, 4.7% active. AID 1794799
U251: U251 CNS tumor cells. 80,000 tested, 5.4% active. AID 1794753
SNB-75: SNB-75 CNS cancer; 79,000 tested, 5% active; AID 1794750
SF-295: SF-295 CNS cancer cells; 79,000 tested, 5.6% active; AID 1794758
PC-3: PC-3 prostate cancer cells; 80,000 tested, 3.9% active; AID 1794754
SNB-19: SNB-19 CNS cancer cells; 81,000 tested, 2.5% active; AID 1794751
SF-268: SF-268 CNS cancer cells; 82,000 tested, 3.1% active; AID 1794759
SF-539: SF-539 CNS cancer; 81,000 tested, 6.8% active
* hit, by the source's call; / = no result given; & = joins results of further samples. The calls were made as follows: active = growth percent below 10; inactive = the rest.

Each structure is followed by: HCC-2998	U251	SNB-75	SF-295	PC-3	SNB-19	SF-268	SF-539
1. Nc1nc2c(C(=O)Nc3ccccc3)c(Nc3ccccc3)nn2c(Nc2ccccc2)c1-c1nc2ccccc2s1
    89	80	92	82	59	91	90	96
2. CCN(CC)CCNC(=O)n1cc(-c2ccncc2)c(-c2ccc(Cl)c(OC)c2)n1
    99	90	65	98	88	93	68	75
3. CN1CCN(c2ccc(NC3=C(Cl)C(=O)c4ncccc4C3=O)cc2C(F)(F)F)CC1
    105	89	97	106	63	101	88	104
4. N#CC(C#N)=Cc1cc2ccccc2nc1Oc1ccc(C(F)(F)F)cc1
    106	91	84	92	51	93	84	97
5. CC1C(=O)c2ccccc2CC1C(=O)O (stereo not drawn)
    90	97	82	/	98	128	130	101
6. CS(=O)(=O)Nc1cc(-c2ccc3ncnc(Nc4ccc5c(cnn5Cc5ccncc5)c4)c3c2)cnc1Cl
    74	53	8.9*	85	58	60	45	50
7. COc1ccc(/C=C2\SCc3cc4ccc(OC)cc4[o+]c32)c(O)c1
    111	102	104	99	96	99	98	95
8. O=C(c1ccc([N+](=O)[O-])cc1)c1ccccn1
    98	103	100	106	102	115	100	110
9. Cc1cccc(Oc2ccc(Nc3ncnc4ccc(NC(=O)CN5CCN(C)CC5)cc34)cc2Cl)c1
    19	9.6*	81	64	33	28	42	-77*
10. O=C1/C(=C/c2ccc(-c3ccc(Cl)cc3)o2)SC(=S)N1CCc1ccc(O)cc1
    90	22	26	104	53	87	31	71
11. O=S(=O)(NCCCNc1cc(-c2cn(-c3ccccc3)nc2-c2cccc(O)c2)ccn1)c1ccc(Br)cc1
    -62*	4.9*	26	-55*	4.3*	27	18	19
12. CC1(c2ccccc2Cl)NC(=O)NC1=O (stereo not drawn)
    92	97	88	97	91	98	103	99
13. O=C(O)c1cn(C2CC2)c2cc(N3CCN(Cn4nc(-c5cccnc5)oc4=S)CC3)c(F)cc2c1=O
    102	101	82	101	99	102	98	100
14. c1ccc2cc3c(cc2c1)Nc1cc2ccccc2cc1N3
    113	104	95	78	76	106	95	94
15. O=c1[nH]n(-c2nnc3n2N=C(c2ccc(Br)cc2)CS3)c(=O)c2ccccc12
    104	99	82	98	91	96	102	96
16. O=C(c1cccs1)C1CC1
    95	111	89	97	111	106	100	104
17. CC(=O)Nc1ccccn1
    /	98	90	116	100	98	126	107
18. CCOC(=O)c1cc2c(n1Cc1ccc(OC)cc1)-c1nc(N)sc1CCC2
    78	82	83	97	51	95	91	94
19. O=CC(O)CN1CCCC1 (stereo not drawn)
    110	90	96	103	79	103	96	102
20. N#Cc1c(-c2ccc(Cl)cc2)nc(N2NC(=O)CC2=O)nc1N1CCOCC1
    106	/	63	96	97	102	100	99
21. CCCCCCCCCCCCNC(=S)N/N=C/c1ccccc1O
    78	78	81	71	69	80	66	85
22. C=CCn1c(-c2nc3ccc(C(=C(C#N)C#N)c4ccccc4)cc3[nH]2)cc2cc(-c3ccc(C(F)(F)F)cc3)ccc21
    48	64	/	73	48	75	72	78
23. CC[N+](CC)=c1ccc2nc3c(cc(N)c4ccccc43)oc-2c1
    -78*	-76*	-73*	-83*	-49*	-64*	-54*	-80*
24. Cc1ccc(Cn2c(-c3nonc3N)nc3ccccc32)cc1
    75	78	57	82	72	91	81	80
25. CCOc1ccc(-c2[nH]ncc2-c2ccc(OC)cc2)c(O)c1
    111	90	99	101	/	94	92	86
26. CC(CC(=O)c1ccc(F)cc1)N1CCN(c2ccccc2)CC1 (stereo not drawn)
    110	103	91	106	97	109	100	108
27. CCOC(=O)/C=C(\C)Nc1ccc(NC(C)=O)cc1
    92	100	85	94	100	100	104	/
28. COc1ccc(S(=O)(=O)NCCCNc2nccc(-c3c(-c4ccc(F)cc4)nc4sccn34)n2)cc1
    66	50	49	46	53	99	51	94
29. COC(=O)[C@H](CC(C)C)NC(=O)C1(C)CCC[C@]2(C)[C@H]3C[C@H]4C(C(C)C)=C[C@]3(CC[C@@H]12)[C@@H]1C(=O)CCC(=O)[C@@H]14 (stereo partly drawn)
    98	92	94	97	94	90	97	96
30. NC(=S)c1ccc[n+]([O-])c1
    117	97	90&69	121&107	99&103	102&101	100&99	106&97

Record cards, from the list above. Screens in order: HCC-2998, U251, SNB-75, SF-295, PC-3, SNB-19, SF-268, SF-539
Profile of O=C(c1ccc([N+](=O)[O-])cc1)c1ccccn1 : 98, 103, 100, 106, 102, 115, 100, 110
Profile of CCN(CC)CCNC(=O)n1cc(-c2ccncc2)c(-c2ccc(Cl)c(OC)c2)n1 : 99, 90, 65, 98, 88, 93, 68, 75
Profile of CCOC(=O)/C=C(\C)Nc1ccc(NC(C)=O)cc1 : 92, 100, 85, 94, 100, 100, 104, /
Profile of CC1C(=O)c2ccccc2CC1C(=O)O (stereo not drawn) : 90, 97, 82, /, 98, 128, 130, 101

Five entries already listed, arranged by molecular weight, lowest first.
Each structure is followed by: HCC-2998	U251	SNB-75	SF-295	PC-3	SNB-19	SF-268	SF-539
8. O=C(c1ccc([N+](=O)[O-])cc1)c1ccccn1
    98	103	100	106	102	115	100	110
4. N#CC(C#N)=Cc1cc2ccccc2nc1Oc1ccc(C(F)(F)F)cc1
    106	91	84	92	51	93	84	97
9. Cc1cccc(Oc2ccc(Nc3ncnc4ccc(NC(=O)CN5CCN(C)CC5)cc34)cc2Cl)c1
    19	9.6*	81	64	33	28	42	-77*
1. Nc1nc2c(C(=O)Nc3ccccc3)c(Nc3ccccc3)nn2c(Nc2ccccc2)c1-c1nc2ccccc2s1
    89	80	92	82	59	91	90	96
22. C=CCn1c(-c2nc3ccc(C(=C(C#N)C#N)c4ccccc4)cc3[nH]2)cc2cc(-c3ccc(C(F)(F)F)cc3)ccc21
    48	64	/	73	48	75	72	78

Additional records follow.
Each structure is followed by: HCC-2998	U251	SNB-75	SF-295	PC-3	SNB-19	SF-268	SF-539
31. O=C(NC1=Nc2ccccc2C(=O)NN1)c1cc2ccccc2[nH]1
    101	73	96	98	69	96	92	90
32. COC(=O)c1nn(C(=O)c2ccc(F)cc2)c2ccccc12
    100	95	95	103	73	100	95	98
33. Cc1ccc(C(=O)C[n+]2ccc3ccccc3c2)c(O)c1
    /	96	86	98	85	94	103	101
34. COc1ccc2nc(NC(=O)c3cccnc3Nc3cc(OC)c(OC)c(OC)c3)sc2c1
    78	/	14	54	/	26	-73*	-57*
35. COc1cc(C(=O)/C=C/c2cccc(Nc3ccnc4cc(Cl)ccc34)c2)cc(OC)c1OC
    40	-91*	16	3.1*	-13*	20	-17*	-46*
36. CCOC(=O)C1=C(C)OC(N)=C(C#N)C1c1cc(=O)oc2ccc(C)cc12 (stereo not drawn)
    101	97	77	97	104	102	93	97
37. O=S(=O)(NCCCNc1nccc(-c2c(-c3cccc(F)c3)nc3sccn23)n1)c1ccccc1
    120	82	102	80	53	93	71	99
38. N#Cc1c(-c2ccccc2)cc(-c2ccccc2)n(CCCCC(=O)O)c1=O
    96	93	/	83	93	96	94	94
39. COc1ccc([C@H]2c3[nH]c4ccccc4c3C[C@@H]3C(=O)N(C4CCN(CC5CCCCC5)CC4)CC(=O)N23)c(OC)c1
    68	74	97	103	59	73	69	75
40. O=[N+]([O-])c1cccc(C=Nc2ccccc2O)c1
    103	98	102	113	69	103	97	101
41. N#C/C(=N\Nc1ccc(Cl)cc1)C(=O)C1CC1
    72	41	57	41	54	/	/	60
42. CC(=O)/C(=C/N1CC(=O)NC1=S)C(=O)Nc1ccc([N+](=O)[O-])cc1
    103	97	88	109	95	109	97	95
43. CC(=O)O[C@H]1C[C@@]2(C)[C@@H](CC(=O)[C@H]3[C@@]4(C)CC[C@H](NCc5ccccc5)[C@@H](C)[C@@H]4CC[C@@]32C)/C1=C(\CCC=C(C)C)C(=O)O
    101	98	86	98	90	96	96	98
44. COc1cc2ccnc3c2c(c1OC)-c1ccncc1-3
    102	/	66	92	84	91	117	74
45. Nc1cc(-c2ccccc2)nn1-c1nc(-c2ccc(Cl)c(Cl)c2)cs1
    103	93	94	104	89	100	96	98
46. CC1(N)CCC(C(C)(C)N)CC1 (stereo not drawn)
    110	105	104	104	126	101	143	96
47. Cc1ccc(S(=O)(=O)NN/C(N)=N\S(=O)(=O)c2cc(C)c(Cl)cc2SCc2ccccc2)cc1
    107	84	68	95	72	87	102	74
48. O=P(OCCCl)(OCCCl)C(O)c1ccccc1Cl (stereo not drawn)
    106	113	97	102	103	107	103	98
49. COc1ccc(OC)c(-c2cc(-c3ccccc3)c3c(N)c(C(C)=O)sc3n2)c1
    96	85	61	89	55	94	86	86
50. CC(C)NC(=O)OC(C)C
    118	96	102	110	90	84	116	109
51. O=C1[C@H]2Cc3c([nH]c4ccccc34)[C@H](c3ccc(Cl)cc3)N2C(=O)CN1C1CCN(CC2CCCCC2)CC1
    53	49	41	97	53	76	60	66
52. CC(C)n1c2ccc(Br)cc2c2c3c(c4c5ccccc5ccc4c21)C(=O)NC3=O
    103	98	103	101	90	102	89	91
53. CCCN1CSC(=S)N(CCC)C1
    124	111	94	99	89	107	97	118
54. N#C/C(=C\c1ccc(-c2ccc(Br)cc2)o1)c1nc(-c2ccccc2)cs1
    111	98	93	101	95	94	109	97
55. CCCCN(CCCC)/N=N\N(CCCC)CCCC
    106	98	86	94	86	108	109	98
56. CC(C)(C)c1cc(-c2cc(-c3ccccc3)c3sc(=O)[nH]c3n2)cc(C(C)(C)C)c1O
    93	86	78	82	66	79	79	100
57. CN(C)CCN(Cc1ccccc1)c1ccccc1
    105	106	108	110	106	105	114	121
58. CC(=O)N(C(C)=O)c1ccc2c(c1)Cc1ccccc1-2
    97	98	86	94	89	95	100	100
59. CCOC(=O)C1=NC(Cc2ccccc2)C(=O)N(c2ccc(Cl)cc2)N1 (stereo not drawn)
    108	98	88	105	116	98	103	97
60. CC(=O)OC1CC(C)=C2C(=O)C=C(C)[C@@H]2[C@H]2OC(=O)[C@H](C)[C@H]12 (stereo partly drawn)
    108	102	84	103	98	95	99	99

Each structure is followed by: HCC-2998	U251	SNB-75	SF-295	PC-3	SNB-19	SF-268	SF-539
61. Nc1ccccc1SC(CC(=O)c1ccccc1)c1ccc([N+](=O)[O-])cc1 (stereo not drawn)
    101	57&63	81&85	85&90	60&71	101&93	82&99	105&107
62. c1ccc(C2=NN=C(N3N=C(c4cc5ccccc5o4)CC3c3c[nH]c4ccccc34)SC2)cc1 (stereo not drawn)
    108	103	57	100	88	107	98	98
63. COc1ccc(/C=N/Nc2nc(-c3nnn(-c4ccc([N+](=O)[O-])cc4)c3C)cs2)cc1OC
    122	88	93	97	75	97	99	75
64. CC[C@]12C=CCN3CC[C@@]4(c5cc(-c6ccc(NC(=O)[C@H](Cc7cc8ccccc8[nH]7)NC(=O)OCc7ccccc7)cc6)c(OC)cc5N(C)[C@H]4[C@@](O)(C(=O)OC)[C@@H]1OC(C)=O)[C@@H]32
    87	95	84	102	86	95	96	92
65. COc1cccc(/C=N/NC(=O)COc2cc(=O)[nH]c3cc(C)ccc23)c1
    112	101	81	100	92	97	99	94
66. CCNc1nc2c(cnn2C)c(=O)[nH]1
    105	98	89	103	99	109	104	104
67. NC(=O)Cc1ccc(O)cc1
    101	/	64	98	98	101	119	101
68. [O-][N+](=Nc1cccc(Cl)c1)c1cccc(Cl)c1
    63	84	/	104	96	100	110	93
69. Fc1cccc(C2CC(c3ccccc3Cl)=NN2c2ccc(-c3ccccc3)nn2)c1 (stereo not drawn)
    106	89	87	100	77	93	91	94
70. COc1ccccc1NC(=S)Nc1ccc(-c2nc3ccccc3o2)cc1
    93	105	108	101	97	97	104	98
71. O=C(Cn1cc(CO)nn1)Nc1nc2ccccc2s1
    109	102	92	106	96	97	99	95
72. N#Cc1c(-c2cccc(F)c2)cc(-c2ccc(Br)s2)[nH]c1=O
    110	56	61	73	78	78	83	84

Taken from above.
cpd 68 in SNB-19 has 100
cpd 62 in SNB-75 has 57
cpd 71 in HCC-2998 has 109
cpd 63 in SF-295 has 97

Screens from PubChem.
